Compound activity from PubChem BioAssay.
ATXN2 expr inh – inhibitors of ATXN2 expression; HEK-293 ATXN2-luciferase reporter, luminescence, 24 h; Potency, µM (highest dose often 57 µM), inactives show at the highest dose activity change, negative = inhibition, usual class: inhibitors; 0.72% of 360,000 active; AID 1745845; note: % is set by controls: 0 for no effect and ±100 for the full control effect; nearly all actives have a fitted effect of over 55% in size
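ATXN2-luciferase reporter cells (luciferase flanked by upstream and downstream ATXN2 gene portions) were treated 24 h at 37 °C with compounds at up to 57 uM. SteadyGlo luminescence gave expression; GF-AFC fluorescence gave viability.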
MCF10A rereplic – induces DNA re-replication in MCF 10a normal breast cells; MCF 10A DNA re-replication, Hoechst nuclear intensity, 48 h; Potency, µM (highest dose often 46.1 µM), without a hit: at the highest dose activity, positive = re-replication, usual class: activators; 2.9% of 350,000 active; AID 624296; note: % of control where 0% means no effect; nearly all actives have a fitted effect of over 50% in size
EPAC2 antagonist – blocks human EPAC2 exchange factor. Q8WZA2. EPAC2 GEF exchange of Rap1B-BODIPY-GDP, fluorescence. Potency, µM (top dose mostly 114 µM), inactives show at the highest dose activity, negative = inhibition, most hits filed as inhibitors. 0.18% of 360,000 active. AID 720708; note: % is set by controls: 0 for no effect and ±100 for the full control effect; nearly all actives have a fitted effect of over 45% in size; many of its hits are not listed in these tables
Target sequence (Q8WZA2 whole entry, looked up): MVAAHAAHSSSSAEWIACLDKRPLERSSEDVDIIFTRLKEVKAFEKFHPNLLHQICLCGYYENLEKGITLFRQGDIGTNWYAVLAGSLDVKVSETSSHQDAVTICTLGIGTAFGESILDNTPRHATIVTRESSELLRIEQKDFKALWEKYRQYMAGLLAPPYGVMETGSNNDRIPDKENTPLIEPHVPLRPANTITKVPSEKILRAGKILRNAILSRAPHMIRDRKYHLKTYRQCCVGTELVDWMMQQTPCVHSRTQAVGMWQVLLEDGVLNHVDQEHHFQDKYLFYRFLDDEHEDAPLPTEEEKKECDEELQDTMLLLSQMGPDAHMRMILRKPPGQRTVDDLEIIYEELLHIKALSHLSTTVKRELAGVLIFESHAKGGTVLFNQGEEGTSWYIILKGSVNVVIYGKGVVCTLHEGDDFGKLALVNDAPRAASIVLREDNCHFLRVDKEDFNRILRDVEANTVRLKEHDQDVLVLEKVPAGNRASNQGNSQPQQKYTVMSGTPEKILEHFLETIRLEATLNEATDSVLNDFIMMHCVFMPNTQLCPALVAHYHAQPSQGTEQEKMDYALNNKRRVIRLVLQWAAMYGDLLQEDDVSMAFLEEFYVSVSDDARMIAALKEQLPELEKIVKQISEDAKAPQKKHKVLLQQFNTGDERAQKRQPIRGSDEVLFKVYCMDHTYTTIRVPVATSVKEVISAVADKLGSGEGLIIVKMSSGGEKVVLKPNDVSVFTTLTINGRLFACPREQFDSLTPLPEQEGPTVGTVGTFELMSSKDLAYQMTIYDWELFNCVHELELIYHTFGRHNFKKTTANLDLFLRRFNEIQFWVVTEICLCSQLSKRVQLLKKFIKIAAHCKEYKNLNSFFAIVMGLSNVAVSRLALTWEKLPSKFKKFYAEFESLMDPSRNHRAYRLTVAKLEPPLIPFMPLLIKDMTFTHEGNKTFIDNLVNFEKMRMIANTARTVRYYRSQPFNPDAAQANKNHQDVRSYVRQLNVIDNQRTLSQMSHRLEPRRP
TGFb SMAD3 inh – blocks TGF-b signaling | HepG2 CAGA-GFP TGF-b/SMAD3 reporter, GFP fluorescence, 18 h; TGF-beta stimulated, 500 pg/mL final | Potency, µM (doses to about 46.1 µM), inactives show at the top dose activity, negative = inhibition, hits mostly inhibitors | 1.2% of 410,000 active | AID 588855; note: % is set by controls: 0 for no effect and ±100 for the full control effect; nearly all actives have a fitted effect of over 65% in size
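Read-out: total well GFP (ex488/em500-530) summed from mean per-cell fluorescence. Cells: HEPG2 CAGA-GFP, 1% FBS DMEM, 18 h at 37 degrees C with 500 pg/mL final TGF-beta. Unstimulated wells served as the full-inhibition control; stimulated DMSO wells = 0%.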
Nrf2 ARE act – Nrf2 pathway activation; AREc32 ARE-luciferase reporter (MCF7-derived line), luminescence, 24 h; Potency, µM (titrated, usually from 46.1 µM), inactives show top-dose activation, hits mostly activators; 0.31% of 410,000 active; note: % of control where 0% means no effect; nearly all actives have a fitted effect of over 65% in size
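AREc32_Fluc, 1000 cells/well, OPTI-MEM + 5% FBS, o/n 37 deg C 5% CO2; 23 nL cpd by pin tool, 24 hr; Steady-Glo 30 min RT, luminescence.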
HepG2 tox – kills HepG2 cells in TGF-b inhibitor counter-screen. HepG2 CAGA-GFP viability, ATP luminescence, 18 h. AID 588856. Potency, µM (doses to about 46.1 µM), for inactives: top-dose activity change, negative = cytotoxicity, actives largely listed as cytotoxic. 0.76% of 410,000 active; note: some results filed as inactive show a strong effect at the top dose
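HepG2 CAGA-GFP cells (1000/well, DMEM with 1% FBS) received compound, then TGF-beta at 500 pg/mL final, and were incubated 18 hours at 37 degrees C. Viability was read by CellTiter-Glo luminescence. Media-only wells were set as complete cell-killing and DMSO as no toxicity.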
A549 viability – A549 cytotoxicity, counter-screen for Nrf2 inhibitors; 0.16% of 390,000 active; A549 ARE-Fluc cells, CellTiter-Fluor viability, 18-24 h; Potency, µM (doses to about 46 µM), for inactives: at the highest dose activity change, negative = cytotoxicity, most hits filed as inhibitors; note: % is set by controls: 0 for no effect and ±100 for the full control effect
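Cytotoxicity counterscreen: CellTiter-Fluor fluorescence was measured in A549 ARE_Fluc cells after 18-24 h of compound exposure in a concentration series. The subsequent BugLite luminescent read reports ARE-luciferase activity.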
Nrf2 block – blocks Nrf2 signaling; A549 ARE-Fluc reporter, luciferase luminescence, 18-24 h; Potency, µM (titrated, usually from 46 µM), for inactives: at the top dose activity change, negative = inhibition, most hits filed as inhibitors; 2.1% of 360,000 active; note: % is set by controls: 0 for no effect and ±100 for the full control effect; nearly all actives have a fitted effect of over 60% in size
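Nrf2 function is reported as luminescence of an ARE-controlled luciferase in A549 cells. Compounds were tested at several concentrations, and a CellTiter-Fluor read on the same wells flagged cytotoxicity.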
S2 tox – viability counter-screen for ATXN expression inhibitors; S2 cells (HEK-293 line with an ATXN2-luciferase reporter) viability, CellTiter-Fluor protease fluorescence, 24 h; Potency, µM (top dose mostly 56.7 µM), hits mostly cytotoxic; 0.49% of 400,000 active; AID 651635; note: nearly all actives have a fitted effect of over 40% in size
The depositor's hits bear a star; i = inactive; ? = inconclusive; · = no result given; [ ] = another dose, or the depositor's remark. Calls come from the whole dose curve; as a rule, active = well fitted curve in the direction sought with a large enough effect; inconclusive = small, poorly fitted or top-dose-only effect, or another doubt; inactive = no such curve, though single readings can be large; an effect the other way counts as inactive or inconclusive. Potency is the fitted concentration of half-maximal effect. This is a subset; the hit share may differ from the screen's.

SMILES	ATXN2 expr inh	MCF10A rereplic	EPAC2 antagonist	TGFb SMAD3 inh	Nrf2 ARE act	HepG2 tox	A549 viability	Nrf2 block	S2 tox
CCOc1ccc(N(CC(=O)Nc2ccc(C)c(C)c2)S(=O)(=O)c2c(C)noc2C)cc1	-24%	?	0%	?	-0.3%	-20%	-12%	13µM*	i
COc1cc(OC)cc(C(=O)N2CCC(n3c(C)nc4cc(F)ccc43)CC2)c1	1%	-2%	1%	-4%	-0.1%	-18%	0%	2%	i
O=[N+]([O-])c1cccc(/C=N/N=C\c2ccccc2)c1	8%	3%	3%	-5%	29%	-4%	0%	9%	i
O=C(CSc1nnnn1C1CCCC1)Nc1cccc(NC(=O)c2ccco2)c1	6%	-2%	-4%	13%	0.7%	1%	-8%	4%	?
CN(Cc1cccs1)C(=O)CN1CCN(S(=O)(=O)c2ccc3c(c2)OCCCO3)CC1	-14%	5%	-5%	-19%	3.0%	0%	0%	-22%	i
CCCCCN1CSC(=S)N(Cc2ccccc2)C1	-30%	?	-3%	10µM*	-0.7%	-9%	-1%	0%	?
COc1ccc(CC(=O)Nc2ccc(S(=O)(=O)N3CCC(C)CC3)cc2)c(OC)c1	-6%	?	-7%	?	-0.8%	2%	-2%	0%	i
CCC(=NCc1ccco1)c1c(C(F)(F)F)[nH]n(-c2nc3ccccc3s2)c1=O	16%	5%	-12%	-4%	-0.3%	-17%	5%	11%	i
Cc1[nH]c2ccccc2c1Cc1n[nH]c(=S)n1C	-3%	-6%	6%	-9%	1.6%	-7%	18%	23%	i
CCOC(=O)CSc1nc(C(C)C)nc2ccccc12	3%	2%	-2%	-22%	-0.2%	-22%	-5%	-8%	i
NC(=O)c1cnn2c(-c3cccc(C(F)(F)F)c3)ccnc12	-11%	?	1%	-13%	6.2%	26%	-4%	-26%	i
Cc1nn(CC(=O)N2N=C(C(F)F)CC2(O)C(F)F)c(C)c1[N+](=O)[O-] (configuration not stated)	0%	4%	2%	-8%	-0.5%	-1%	7%	1%	i
COc1ccc(S(=O)(=O)n2nc(C)c(S(=O)(=O)N3CCCCCC3)c2C)cc1OC	13%	·	·	-19%	0.2%	-12%	4%	·	i
COCCCNC(=O)c1ccc(Cn2c(=O)c3ccccc3n(CC(N)=O)c2=O)cc1	6%	·	·	-5%	0.3%	-4%	1%	-7%	i
Cc1ccc(S(=O)(=O)N2[C@@H](c3ccc(C(C)(C)C)cc3)C(C(=O)O)=CC[C@H]2c2ccc(Cl)c(Cl)c2)cc1	3%	4%	?	?	0.5%	-5%	-2%	-10%	i

In the list so far, five contain a halogen.
SMILES	ATXN2 expr inh	MCF10A rereplic	EPAC2 antagonist	TGFb SMAD3 inh	Nrf2 ARE act	HepG2 tox	A549 viability	Nrf2 block	S2 tox
COc1cc(OC)cc(C(=O)N2CCC(n3c(C)nc4cc(F)ccc43)CC2)c1	1%	-2%	1%	-4%	-0.1%	-18%	0%	2%	i
CCC(=NCc1ccco1)c1c(C(F)(F)F)[nH]n(-c2nc3ccccc3s2)c1=O	16%	5%	-12%	-4%	-0.3%	-17%	5%	11%	i
NC(=O)c1cnn2c(-c3cccc(C(F)(F)F)c3)ccnc12	-11%	?	1%	-13%	6.2%	26%	-4%	-26%	i
Cc1nn(CC(=O)N2N=C(C(F)F)CC2(O)C(F)F)c(C)c1[N+](=O)[O-] (configuration not stated)	0%	4%	2%	-8%	-0.5%	-1%	7%	1%	i
Cc1ccc(S(=O)(=O)N2[C@@H](c3ccc(C(C)(C)C)cc3)C(C(=O)O)=CC[C@H]2c2ccc(Cl)c(Cl)c2)cc1	3%	4%	?	?	0.5%	-5%	-2%	-10%	i

Further structures:
SMILES	ATXN2 expr inh	MCF10A rereplic	EPAC2 antagonist	TGFb SMAD3 inh	Nrf2 ARE act	HepG2 tox	A549 viability	Nrf2 block	S2 tox
COC(=O)[C@H]1C[C@H](OC(=O)NC2CC2)[C@@]2(O)CN(S(=O)(=O)c3ccc(C)cc3)CC2[C@H]1C(=O)OC (some centres not stated)	?	·	3%	-15%	-0.8%	-19%	·	·	i
Cc1cc(C(=O)COc2ccccc2[N+](=O)[O-])c(C)n1-c1cccc(S(=O)(=O)N2CCOCC2)c1	3%	?	8%	?	3.4%	-5%	0%	?	i
CC(CC(=O)NCc1ccc(F)cc1)c1ccccc1 (configuration not stated)	19%	5%	-1%	2%	-0.6%	11%	-6%	-5%	i
CCCCNc1c(N2CCN(C(=O)OCC)CC2)c(=O)c1=O	2%	-1%	25%	14%	-0.7%	-16%	0%	4%	i
COc1ccc(OC)c(CCNC(=O)Cn2ccc3cc(S(=O)(=O)N4CCCCC4)ccc32)c1	-27%	·	·	?	3.5%	-7%	-18%	?	?
Nc1nnc(Cc2ccccc2)s1	-9%	-3%	0%	0%	0.3%	-15%	3%	5%	i
O=C(CCCOc1ccc(Br)cc1)NNC(=O)c1ccncc1	10%	-3%	3%	-4%	0.2%	10%	1%	-7%	i
Cc1ccccc1NCC(=O)N/N=C/c1c[nH]c2ccccc12	4%	-1%	-10%	-6%	3.0%	4%	2%	5%	i
C(=N\Nc1nc2ccccc2[nH]1)/c1ccncc1	38%	?	-10%	7%	8.2%	-5%	10%	?	i
COc1ccc(NC(=O)Cn2c(=O)n(Cc3ccccc3)c(=O)c3sc4ccccc4c32)cc1	15%	·	·	1%	-1.1%	-2%	-7%	0%	i
NC(=O)CN1CCN(S(=O)(=O)c2ccc(Cl)cc2)CC1	1%	2%	-1%	0%	0.4%	-4%	1%	3%	i
CCN1C(=O)/C(=C2\SC(=S)N(NC(=O)c3cccnc3)C2=O)c2ccccc21	-6%	8%	0%	-15%	10%	2%	-9%	0%	?
COc1ccc(C(=O)N[C@H](C(=O)NCc2ccc(C)cc2)C(C)C)cc1	3%	6%	4%	-1%	0.0%	14%	-12%	0%	i
O=C(Nc1ccccc1)c1ccc(S(=O)(=O)N(CCO)CCO)cc1	57%[activator]	-3%	-8%	?	-0.9%	24%	3%	·	i
O=C(NC1CCN(S(=O)(=O)c2ccc(F)cc2)CC1)C1CCCCC1	3%	2%	1%	1%	-0.7%	-2%	0%	1%	i
CCOC(=O)c1c(C)n(C)c2cc(Br)c(OC)cc12	-12%	-1%[9.22 µM]	2%	10%	-0.6%	0%	2%	?	i
CCOC(=O)C1=C(C)C(c2ccccc2OC)NC(=S)N1 (configuration not stated)	-7%	3%	11%	-15%	-0.5%	-15%	-8%	0%	i
COCCNC(=O)C[C@H]1C[C@H]2c3cc(NS(=O)(=O)c4ccc(F)cc4)ccc3O[C@H]2[C@H](CO)O1	7%	·	-10%	1%	-0.7%	10%	·	·	i
O=C1CN(C(=S)Nc2ccc(OC(F)F)cc2)CCN1	-19%	0%	0%	-1%	0.6%	11%	1%	-6%	i
Cc1ccc(NC(=O)CN2C(=O)N/C(=C/c3ccc4c(c3)OCCO4)C2=O)cc1	2%	-21%	-3%	9%	0.0%	-14%	1%	1%	i
CCOc1cc(/C=C(/C#N)C(=O)Nc2ccc(O)cc2)cc(Br)c1O	6%	0.18µM*	7%	?	6.2%	-32%	?	?	?
COc1cccc(NC(=O)CN(C)C(=O)c2cc(-c3ccco3)nc3ccccc23)c1	4%	19%	0%	2%	4.9%	1%	-2%	-8%	i
CC(=O)N[C@@H](Cc1c[nH]c2ccccc12)C(=O)NCCc1ccc(S(N)(=O)=O)cc1	-17%	-1%	-2%	7%	-0.2%	1%	6%	3%	i
CC(NCc1cccc(S(=O)(=O)N(C)C)c1)c1ccc(F)cc1 (configuration not stated)	-12%	-5%	2%	0%	-0.9%	-7%	3%	-1%	i
Cc1ccc(Cl)cc1NC(=O)C(C)n1nnc2sc(-c3ccccc3)cc2c1=O (configuration not stated)	0%	·	·	-1%	5.0%	-5%	0%	3%	i
Cc1ccc2c(=O)cc(C(=O)Nc3sc4c(c3C(=O)NCC3CCCO3)CCC4)oc2c1 (configuration not stated)	6%	·	·	?	0.0%	-26%	0%	8%	i
Cc1cc(Nc2cccc(Cl)c2)nc2ccc(NC(=O)COc3ccc(Cl)cc3)cc12	-21%	·	·	?	6.7%	-63%	0%	1%	·
O=C(NNC1CC(=O)N(c2ccccc2)C1=O)c1ccccc1Cl (configuration not stated)	8%	0%	7%	14%	-0.4%	-2%	-16%	-19%	i
CCn1c2ccccc2c2cc(NC(C)=O)ccc21	-5%	-2%	-7%	-10%	-0.1%	-13%	-1%	·	i
Cc1nn(C)c(C)c1CCC(=O)N1CCCC(N2CCN(c3ccc(F)cc3)CC2)C1 (configuration not stated)	2%	0%	0%	3%	-0.4%	5%	-5%	-12%	i

Single entries from the results shown.
Cc1ccc(Cl)cc1NC(=O)C(C)n1nnc2sc(-c3ccccc3)cc2c1=O (configuration not stated) | TGFb SMAD3 inh = -1%
CCn1c2ccccc2c2cc(NC(C)=O)ccc21 | Nrf2 ARE act = -0.1%
CC(NCc1cccc(S(=O)(=O)N(C)C)c1)c1ccc(F)cc1 (configuration not stated) | EPAC2 antagonist = 2%

Additional results.
SMILES	ATXN2 expr inh	MCF10A rereplic	EPAC2 antagonist	TGFb SMAD3 inh	Nrf2 ARE act	HepG2 tox	A549 viability	Nrf2 block	S2 tox
CCOC(=O)C1=C(c2ccccc2)NC(SC)=C(C#N)C1c1cccnc1 (configuration not stated)	3%	21%	-2%	4%	5.4%	1%	7%	-8%	i
COc1ccc(-n2c(C)nc3sc4c(c3c2=O)CCC4)cc1	10%	-1%	4%	6%	-0.5%	-10%	1%	-27%	i
c1ccc(Nc2n[nH]nc2-c2ccccc2)cc1	-10%	-2%	-5%	0%	-0.2%	-42%	-6%	6%	i
CC(=O)Oc1ccc(C(=O)Nc2cccnc2)cc1	-5%	?	1%	-1%	0.3%	-23%	9%	-2%	i
CCCCN(CC)CCNc1c(N2CCN(C(=O)OCC)CC2)c(=O)c1=O	-2%	4%	11%	1%	-0.5%	2%	?	13%	i

2 neighbouring compounds from above, quoted:
SMILES	ATXN2 expr inh	MCF10A rereplic	EPAC2 antagonist	TGFb SMAD3 inh	Nrf2 ARE act	HepG2 tox	A549 viability	Nrf2 block	S2 tox
CC(=O)Oc1ccc(C(=O)Nc2cccnc2)cc1	-5%	?	1%	-1%	0.3%	-23%	9%	-2%	i
CCCCN(CC)CCNc1c(N2CCN(C(=O)OCC)CC2)c(=O)c1=O	-2%	4%	11%	1%	-0.5%	2%	?	13%	i
